# CDK5 inh: blocks human CDK5/p35 kinase activity; Q00535+Q15078; Recombinant CDK5/p35, ADP-Glo luminescence, 60 min; inhibition, % at 10 µM; 330,000 tested, 0.01% active;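 active = highest replicate inhibition of at least 50% and at least 75% of replicates reaching 50%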;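 also: plate controls were DMSO neutral control for no effect and GW8510 at 10 µM for full effect; many of its hits are not listed in these tables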
# Target sequence (Q00535 whole entry, looked up): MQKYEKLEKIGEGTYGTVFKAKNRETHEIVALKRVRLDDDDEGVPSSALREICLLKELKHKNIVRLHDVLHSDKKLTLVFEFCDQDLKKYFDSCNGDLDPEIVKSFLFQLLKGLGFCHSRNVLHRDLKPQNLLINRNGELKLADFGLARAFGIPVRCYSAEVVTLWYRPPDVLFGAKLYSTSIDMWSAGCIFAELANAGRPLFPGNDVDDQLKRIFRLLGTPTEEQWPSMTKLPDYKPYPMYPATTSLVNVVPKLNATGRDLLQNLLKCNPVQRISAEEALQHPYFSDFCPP
# Target sequence (Q15078 whole entry, looked up): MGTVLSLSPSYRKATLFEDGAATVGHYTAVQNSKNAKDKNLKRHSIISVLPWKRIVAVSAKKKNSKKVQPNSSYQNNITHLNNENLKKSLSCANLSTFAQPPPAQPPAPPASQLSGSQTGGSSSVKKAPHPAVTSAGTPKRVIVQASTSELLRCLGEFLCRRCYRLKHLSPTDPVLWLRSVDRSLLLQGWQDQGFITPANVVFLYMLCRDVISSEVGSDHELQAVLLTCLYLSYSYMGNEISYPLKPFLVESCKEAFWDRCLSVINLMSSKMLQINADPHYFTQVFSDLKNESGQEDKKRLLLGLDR
# PKA-R1A activ: PKA-R1A complex activation. P00514+P68181. PKA-R1A dissociation, Cy5-IP20 fluorescence polarization; scaled: DMSO 0%, 113 µM cGMP 100%. activation, % at 11.4 µM. 340,000 tested, 0.083% active. AID 504707;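 active = percent activation above the mean of all tested compounds plus 3 SD, cut at about 19% in these data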;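 also: higher means more PKAc released from R1A so a rise in polarization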
# SR-BI HDL uptake: mouse SR-BI HDL lipid transfer inhibition; Q61009; ldlA[mSR-BI] CHO cells, DiI-HDL uptake fluorescence, 3 h; inhibition, % at 12.5 µM; 320,000 tested, 0.96% active; AID 488896;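 active = mean replicate inhibition of at least 70% and a set share of replicates each scoring 70 or more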;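 also: 0% = median of neutral control wells and 100% = median of positive control wells; values of inactives mirror those of a sister screen read the other way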
# Pemphigus Ab inh: blocks pemphigus antibody binding to human desmoglein-3; P32926; DSG3-coupled beads, scFv-anti-DSG3-GFP binding, flow cytometry; active compounds read low; binding (percent of control), % at 10 µM; 310,000 tested, 0.48% active;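 active = binding more than 3 SD below its plate's average and above zero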;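 also: hits lower antibody fragment binding to DSG3; some compounds called inactive have numbers as strong as hits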
# Mot1-301 SUMO: inhibitors of SUMOylation pathway: yeast Mot1-301 growth rescue; growth rescue, % at 18.8 µM; AID 2716; 320,000 tested, 1% active; S. cerevisiae Mot1-301 growth rescue, ATP luminescence, 38.5C; percent above DMSO median, 100 means doubled;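 active = every valid replicate shows activation above 250% relative to neutral control wells; inactive = the rest, any valid replicate at or below 250%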;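 also: OY570 slx delta 5 strain wells were the positive control but not used for scaling; some compounds called inactive have numbers as strong as hits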
# PKA-R2B activ: activates the human PKA-R2B holoenzyme complex | P22694+P31323 | PKA-R2B holoenzyme dissociation, Cy5-IP20 fluorescence polarization; R2B truncated from residue 108, S112A mutant; 0% DMSO only, 100% 113 µM cGMP | activation, % at 11.4 µM | 340,000 tested, 0.079% active;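 active = activation above a cutoff set at the mean over all compounds plus 3 SD, cut at about 18% in these data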;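 also: higher means more holoenzyme dissociation and a rise in polarization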
# NSD2 inh: inhibitors of human histone methyltransferase NSD2 | O96028 | 310,000 tested, 0.54% active | inhibition, % at 12.5 µM | NSD2 peptide methylation, AlphaScreen, 120 min; in the data active = inhibition above about 50%
# MITF TRPM1 HTS: MITF TRPM1 promoter activation in melanoma cells. SK-MEL-5 TRPM1-promoter luciferase, 24 h; % of positive control, neutral wells = 0. activation, % at 12.5 µM. 300,000 tested, 0.75% active. AID 588334;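 active = mean activation of at least 80% with every replicate also reaching 80%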;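 also: 0% = neutral control wells and 100% = parthenolide positive control wells; values of inactives mirror those of a sister screen read the other way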
# Arr AP2 block: blocks beta-arrestin peptide binding to AP2 adaptin; FITC-arrestin peptide / GST-AP2 beads, flow cytometry; AP2 beta2 appendage carries R879A mutation; inhibition, % at 10 µM; 340,000 tested, 0.31% active; AID 504490;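 active = inhibition above a set limit, near 3 SD of compounds lacking own fluorescence, cut at about 54% in these data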;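 also: plate controls were DMSO wells for no effect and 5 µM unlabelled arrestin peptide for full effect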
#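 Assay system: GST-AP2 R879A bound to glutathione beads, E. coli-expressed; Medium: PBS with 0.05% Tween 20 and 0.1% BSA; Also added: fluorescein-tagged arrestin peptide at 50 nM final; Timing: 12 min plus 1 h, RT; Measured by: flow cytometry, FL1 (488/535 nm); Evaluation: percent drop in bead-associated FITC signal.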
# dFosB act: enhances mouse delta FosB homodimer DNA binding. P13346. purified delta FosB, TAMRA-CDK5 oligo fluorescence polarization; percent of positive-control signal above neutral wells. activation, % at 25 µM. 340,000 tested, 0.99% active;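 active = mean activation above about 17%, with every replicate also reaching it, limit read from the data, passing the limit was not always enough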;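 also: fluorescence polarization rise as delta FosB binds a TAMRA Cdk5 AP-1 oligo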
# Target sequence (P13346 whole entry, looked up): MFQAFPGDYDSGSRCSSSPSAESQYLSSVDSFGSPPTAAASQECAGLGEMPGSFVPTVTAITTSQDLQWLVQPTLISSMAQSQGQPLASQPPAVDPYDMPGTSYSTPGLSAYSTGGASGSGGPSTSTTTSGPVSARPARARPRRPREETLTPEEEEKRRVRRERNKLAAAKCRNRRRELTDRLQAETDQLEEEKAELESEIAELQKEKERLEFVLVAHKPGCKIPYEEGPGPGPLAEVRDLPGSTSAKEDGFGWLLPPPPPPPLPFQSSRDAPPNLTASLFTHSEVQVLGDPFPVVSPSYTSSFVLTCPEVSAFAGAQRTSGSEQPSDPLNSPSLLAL
# SR-BI DiI-HDL act: SR-BI HDL lipid transfer activation. CHO ldlA[mSR-BI] cells, DiI-HDL uptake fluorescence, 3 h; 100 = double the neutral-control signal. activation, % at 12.5 µM. 320,000 tested, 0.096% active;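 active = mean replicate activation of at least 60% and every replicate at or above 60%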;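 also: 0% = median plate neutral-control signal and 100% = twice that signal; values of inactives mirror those of a sister screen read the other way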
#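 Test system: SR-BI-overexpressing, LDLR-lacking CHO cells. Measured by: DiI fluorescence, bottom read. Medium: Ham's F12 with 0.5% BSA, HEPES 25 mM, pH 7.4. Timing: 3 h uptake period with compound, 37 °C.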
# * marks the source's active call; other numbers are inactive results; x = no result given.
SMILES,CDK5 inh,PKA-R1A activ,SR-BI HDL uptake,Pemphigus Ab inh,Mot1-301 SUMO,PKA-R2B activ,NSD2 inh,MITF TRPM1 HTS,Arr AP2 block,dFosB act,SR-BI DiI-HDL act
C=CCN(CC=C)CCCOc1ccc(C)cc1OC,1.7,-3,-5,104,407,1,12,-10,x,-4,5
CCO[C@H]1OC(C(=O)O)=C[C@@H](c2coc3ccccc3c2=O)[C@@H]1CCCO,-0.1,-6,-4,100,4,-6,x,-8,0,-5,4
CCOC(=O)c1sc(NC(=O)c2cc(-c3ccccc3C)nc3ccccc23)c(C#N)c1C,-0.4,-10,33,99,-10,5,x,-49,4,-8,-33
CC(C)CN(C(=O)COC(=O)C12CC3CC(CC(C3)C1)C2)c1c(N)n(Cc2ccccc2)c(=O)[nH]c1=O,-0.3,-8,16,94,2,7,-3,-88,-9,-12,-16
O=C(Nc1nn[nH]n1)c1cccc(Oc2ccccc2)c1,0.2,-2,-15,111,97,3,-1,18,-5,-3,15
O=C(C[C@H]1C/C=C\C[C@@H](Cc2ccc(F)cc2)C(=O)OC[C@@H](Cc2c[nH]c3ccccc23)NC1=O)NCCO,-0.9,9,10,x,-5,9,x,6,-2,-11,-10
CCOC(=O)C1CCN(C(=O)CCCCn2c(=O)[nH]c3ccccc3c2=O)CC1,-6.9,-10,24,100,-8,3,0,1,-1,-7,-24
Cn1[nH]c(=O)c2ccccc2c1=O,-0.6,5,0,101,-11,-16,-1,-6,4,4,0
CCC(C)Cn1c(O)cc2nn(-c3nc4ccccc4s3)c(=O)c-2c1C (stereo not drawn),0.4,-8,9,93,6,3,13,-88,8,-13,-9
O=C(Cc1cccs1)N/N=C\c1ccc([N+](=O)[O-])s1,1.4,-1,4,94,-23,6,0,-51,9,-6,-4
C=CC[C@H]1Cc2c(cccc2[N+](=O)[O-])[C@H](CC=C)N1,-1.1,2,-17,103,72,-4,-5,8,-21,4,17
O=C(NCC1(c2ccccc2)CCCC1)C1(c2ccccc2)CCCC1,-1.4,-3,-44,108,-10,-12,-1,-7,1,-2,44
COc1ccc(OCC(=O)Nc2ccccc2C(=O)N2CCCC2)cc1,0.3,-8,-24,101,-19,-13,0,-5,-4,-1,24
C=CCOC(=O)Nc1snnc1C,0.2,-15,7,105,6,6,6,x,6,-6,-7
CC1CCCN(C(=O)c2ccc(NC(=O)CC3SC(N4CCCC4)=NC3=O)cc2)C1 (stereo not drawn),-4.1,0,14,104,-1,4,1,-1,-3,-6,-14
CC(=O)N1CCN(S(=O)(=O)c2ccc3c(c2)OCCO3)CC1,-1.8,1,-24,x,4,-9,-1,3,-11,-1,24
O=C1CC(c2ccccc2)N1c1ccccc1 (stereo not drawn),-1.1,-6,x,97,151,2,1,-4,28,10,x
C[C@H](C(=O)NCc1ccccc1)C(=O)c1ccccc1,0.3,-2,-26,78,-13,-1,-1,3,-10,-7,26
CCOc1ccc(C(=O)NCC(c2cccs2)N2CCOCC2)cc1 (stereo not drawn),-0.1,-6,-15,125,45,-11,-3,0,-14,-5,15
CCOc1ccc(N(CC(=O)NCc2cccnc2)S(=O)(=O)c2ccc(F)cc2)cc1,0.4,-7,-10,114,8,-7,0,-9,4,-10,10

# Part of the list above in a different format.
# Results follow in this order: CDK5 inh, PKA-R1A activ, SR-BI HDL uptake, Pemphigus Ab inh, Mot1-301 SUMO, PKA-R2B activ, NSD2 inh, MITF TRPM1 HTS, Arr AP2 block, dFosB act, SR-BI DiI-HDL act
- C[C@H](C(=O)NCc1ccccc1)C(=O)c1ccccc1
→ 0.3, -2, -26, 78, -13, -1, -1, 3, -10, -7, 26
- CC(=O)N1CCN(S(=O)(=O)c2ccc3c(c2)OCCO3)CC1
→ -1.8, 1, -24, x, 4, -9, -1, 3, -11, -1, 24
- CCOC(=O)C1CCN(C(=O)CCCCn2c(=O)[nH]c3ccccc3c2=O)CC1
→ -6.9, -10, 24, 100, -8, 3, 0, 1, -1, -7, -24
- C=CCOC(=O)Nc1snnc1C
→ 0.2, -15, 7, 105, 6, 6, 6, x, 6, -6, -7

# Profiles, looked up by structure. Order of screens: CDK5 inh | PKA-R1A activ | SR-BI HDL uptake | Pemphigus Ab inh | Mot1-301 SUMO | PKA-R2B activ | NSD2 inh | MITF TRPM1 HTS | Arr AP2 block | dFosB act | SR-BI DiI-HDL act
# Results for O=C(Cc1cccs1)N/N=C\c1ccc([N+](=O)[O-])s1 : 1.4 | -1 | 4 | 94 | -23 | 6 | 0 | -51 | 9 | -6 | -4
# Results for CC(=O)N1CCN(S(=O)(=O)c2ccc3c(c2)OCCO3)CC1 : -1.8 | 1 | -24 | x | 4 | -9 | -1 | 3 | -11 | -1 | 24
# Results for CC1CCCN(C(=O)c2ccc(NC(=O)CC3SC(N4CCCC4)=NC3=O)cc2)C1 (stereo not drawn) : -4.1 | 0 | 14 | 104 | -1 | 4 | 1 | -1 | -3 | -6 | -14
# Results for CCO[C@H]1OC(C(=O)O)=C[C@@H](c2coc3ccccc3c2=O)[C@@H]1CCCO : -0.1 | -6 | -4 | 100 | 4 | -6 | x | -8 | 0 | -5 | 4
# Results for CCOc1ccc(N(CC(=O)NCc2cccnc2)S(=O)(=O)c2ccc(F)cc2)cc1 : 0.4 | -7 | -10 | 114 | 8 | -7 | 0 | -9 | 4 | -10 | 10

# The list goes on.
SMILES,CDK5 inh,PKA-R1A activ,SR-BI HDL uptake,Pemphigus Ab inh,Mot1-301 SUMO,PKA-R2B activ,NSD2 inh,MITF TRPM1 HTS,Arr AP2 block,dFosB act,SR-BI DiI-HDL act
CCn1cc(CNC(=O)c2c(-c3c(Cl)cccc3Cl)noc2C)c(C)n1,1.5,-7,-17,x,-18,0,-5,-4,19,-2,17
COc1ccc(C(=O)CN2C(=O)NC(C)(c3ccccc3)C2=O)cc1OC (stereo not drawn),0.3,-8,-2,76,-19,-4,-3,5,-1,4,2
Cn1c(=O)c(=O)n(C)c2cc(S(=O)(=O)NCCOc3ccccc3Cl)ccc21,0.1,5,-2,104,6,4,-2,8,6,-1,2
Cc1c(C(=O)OCC2CCCO2)[nH]c2c1C(=O)CC(c1ccc(N(C)C)cc1)C2 (stereo not drawn),2.6,10,58,115,10,-1,x,7,23,-2,-58
O=S1(=O)CCN2C=C(Cl)C=C(Cl)C2=N1,1.5,5,2,102,15,1,-3,-10,-8,-2,-2
CCCCCn1c(CN2CC(C)OC(C)C2)nc2c1c(=O)n(C)c(=O)n2C (stereo not drawn),1.0,11,-20,101,148,-4,x,6,-6,0,20
Nn1c(SCC(=O)Nc2ccc(F)cc2F)nnc1-c1cccnc1,1.0,3,-8,103,14,5,-1,34,-12,1,8
CN(C)c1cccc(C(=O)N/N=C/c2ccsc2)c1,2.0,4,-2,x,-3,-7,3,42,5,4,2
Cc1ccc2nc(N3CCN(C(=O)CCCC(=O)O)CC3)nc(-c3ccccc3)c2c1,-0.7,8,26,91,0,-2,-8,-1,2,-3,-26
COc1ccc(C(=O)COC(=O)C2COc3ccccc3O2)cc1F (stereo not drawn),-0.2,-5,-4,103,8,0,-2,-3,36,-6,4
O=C(NC1CCCC1)C1CCCN1S(=O)(=O)c1cccc2cccnc12 (stereo not drawn),1.7,-2,-6,108,-7,-12,x,0,1,2,6
CN(C)c1ccc2nc3c(=O)[nH]c(=O)nc-3n(CC(O)C(O)C(O)CO)c2c1 (stereo not drawn),5.4,1,-11,89,17,0,x,0,-19,117*,11
CN(C)S(=O)(=O)N1CCC(CO)(CCc2ccccc2)CC1,2.8,-4,-3,101,x,-14,1,-8,-13,-9,3
Nc1c(C(=O)OCC2CCCO2)c2nc3ccccc3nc2n1C1CCCCC1 (stereo not drawn),-0.1,-3,35,105,17,8,76*,-6,0,5,-35
O=C(O)CCCCC1CCSS1 (stereo not drawn),-0.8,4,-7,92,16,11,x,2,8,-1,7
CC(CSc1nnnn1-c1ccccc1)Cn1c(N2CCCC2)nc2c1c(=O)[nH]c(=O)n2C (stereo not drawn),-1.5,-3,10,x,-1,1,0,7,-8,-6,-10
CC(=O)N(Cc1ccccc1)c1ncc2c(n1)c(=O)c(C#N)c1ccccn12,1.3,-8,-28,97,4,-4,17,-8,9,-1,28
CC(C)NC(=O)c1ccc(N(Cc2ccc(Cl)cc2)S(C)(=O)=O)cc1,0.7,-6,3,114,-1,-7,-2,x,6,-1,-3
CSC1=NCCN1S(=O)(=O)c1ccccc1,0.0,0,-17,87,-7,0,-2,-9,10,1,17
Cc1ccc(/C=N/NC(=O)c2ccccn2)s1,0.8,-2,-5,94,-16,4,-7,49,-6,2,5
